# Source: PubChem BioAssay (The Scripps Research Institute Molecular Screening Center)
# GalR3 antag: human GalR3 antagonism; HEK293 GalR3-CNG cAMP membrane potential fluorescence; galR3 body fused to GalR1 C-terminus; inhibition, % at 3 µM; AID 651719; 0.44% of 360,000 active;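 active = inhibition above the screen-wide average plus 3 SD, cut at about 13% in these data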;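 note: forskolin and galanin both at EC90 stimulate the cells; cAMP rise reported by CNG channel membrane potential dye signal; 0% = forskolin plus galanin with DMSO and 100% = forskolin alone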
# Target sequence (O60755 1-299 limits assumed): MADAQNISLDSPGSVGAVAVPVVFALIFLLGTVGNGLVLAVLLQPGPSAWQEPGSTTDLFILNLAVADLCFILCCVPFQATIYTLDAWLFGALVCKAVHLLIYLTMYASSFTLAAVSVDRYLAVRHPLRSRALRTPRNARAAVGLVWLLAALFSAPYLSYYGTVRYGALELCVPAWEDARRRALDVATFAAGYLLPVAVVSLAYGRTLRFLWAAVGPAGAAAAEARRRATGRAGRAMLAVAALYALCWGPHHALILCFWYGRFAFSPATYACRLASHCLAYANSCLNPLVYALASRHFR
# * = called active by the depositor. This is a subset; rates above refer to the full screens.
item	GalR3 antag	Molecule
1	-5	Cc1cc(C(=O)COc2ccc(F)cc2Br)c(C)n1C1CC1
2	-4	OCCN1CCSC1=S
3	0	O=C(NC(=S)Nc1cccc(NC(=S)NC(=O)c2ccccc2)c1)c1ccccc1
4	-7	COC(=O)C1=C(C)N(Cc2ccc(F)cc2)C(=S)NC1c1ccccc1 (centres undefined)
5	2	CN1CCN(C(=O)c2cc3c(c(-c4cccc(-c5cccnc5)c4)n2)[C@@H](CCO)N(C(=O)CC2CC2)C3)CC1
6	-5	COC(=O)C1=C(C)N(CC(C)C)C(=S)NC1c1ccc(Cl)cc1 (centres undefined)
7	-6	CCOC1=C2[C@@H](CN(S(=O)(=O)c3ccc(C)cc3)[C@H]2c2ccccc2Cl)[C@H]2C(=O)NC(=O)[C@H]2C1
8	-2	Cc1c(C(=O)NCc2ccc(C#N)cc2)sc(=O)n1Cc1ccc(C(=O)N(C)C)cc1
9	-2	O=C(Cc1cccc(NC(=O)C2CCN(C(=O)C3CCC3)CC2)c1)Nc1cccc(C(=O)N2CCCCC2)c1
10	-8	COCCNc1ncnc2c1ncn2[C@H]1CN(Cc2ccc(-c3ccccc3)cc2)C[C@@H](CO)O1
11	-7	C[C@@H]1CN([C@@H](C)CO)C(=O)CCCn2nncc2CO[C@H]1CN(C)S(=O)(=O)c1ccccc1
12	-2	CCNC(=O)C1(C)CCN(C(=O)c2ccc3snnc3c2)C1 (centres undefined)
13	0	COC(=O)c1cc2c(c3c4ccccc4n(S(=O)(=O)c4cccc(C)c4)c13)C(=O)N(Cc1ccc(N(C)C)cc1)C2
14	-7	CN(C(=O)c1ccc(NC(=O)Cc2ccc(NC(=O)C3CCCN(C(=O)CCc4ccccc4)C3)cc2)cc1)C1CCCC1 (centres undefined)
15	-8	CCOC1=C2[C@@H](CN(S(=O)(=O)c3ccc(C)cc3)[C@H]2c2ccccc2Cl)[C@H]2C(=O)N(Cc3ccccc3)C(=O)[C@H]2C1

# Some of these compounds in order of SMILES length, low to high:
item	GalR3 antag	Molecule
4	-7	COC(=O)C1=C(C)N(Cc2ccc(F)cc2)C(=S)NC1c1ccccc1 (centres undefined)
10	-8	COCCNc1ncnc2c1ncn2[C@H]1CN(Cc2ccc(-c3ccccc3)cc2)C[C@@H](CO)O1
13	0	COC(=O)c1cc2c(c3c4ccccc4n(S(=O)(=O)c4cccc(C)c4)c13)C(=O)N(Cc1ccc(N(C)C)cc1)C2
15	-8	CCOC1=C2[C@@H](CN(S(=O)(=O)c3ccc(C)cc3)[C@H]2c2ccccc2Cl)[C@H]2C(=O)N(Cc3ccccc3)C(=O)[C@H]2C1

# New compounds follow
item	GalR3 antag	Molecule
16	1	COc1ccc(/C=C2/SC(=S)N(CCC(=O)Nc3cccnc3)C2=O)cc1OC
17	-4	S=C1SCN(Cc2ccccc2)CN1Cc1ccco1
18	-2	O=C(NCC[C@@H]1CC[C@@H](NS(=O)(=O)Cc2ccccc2)[C@@H](CO)O1)C1CC1
19	-5	Cc1cccc(C)c1NC(=O)c1ccc2sc([C@H]3C[C@H](O)[C@@H](CO)O3)nc2c1
20	0	CCNc1ccc(S(=O)(=O)N2CCOCC2)cc1NCC(=O)Nc1cccc(Br)c1
21	-7	CC(=NNC(=S)N1CCN(c2ccccn2)CC1)c1ccccn1
22	-9	CC(C)(C)c1ccccc1NC(=O)Nc1nc(C(N)Cc2ccc(F)cc2)cs1 (centres undefined)
23	-4	CC1CCC(NC(=O)c2nn(C)c(=O)c3ccccc23)CC1 (centres undefined)
24	-5	CNc1ncn(-c2c(C)cccc2C)c(=O)n1
25	-8	COC(=O)[C@]12CCCCC=C1N(Cc1ccco1)C(=O)[C@H](CC(=O)NCc1cccc(C(F)(F)F)c1)C2
26	-4	COc1ccc(NC(=O)CCN(c2ccc(OC)cc2)S(=O)(=O)c2ccc(C)c(C)c2)cc1
27	-7	CCOC(=O)Cn1ccc2cc(S(=O)(=O)N3CCCC3)ccc21
28	-5	O=C(OCc1cn([C@H]2CN(C(=O)C3CCCCC3)[C@@H](c3ccccc3)C[C@@H]2O)nn1)c1ccccc1
29	-3	CS(=O)(=O)c1ccccc1C(=O)N1CCN(S(=O)(=O)c2ccc(C3CCCCC3)cc2)CC1
30	-4	CCc1ccccc1NC(=O)C1=CN2CCS(=O)(=O)N=C2C=C1
31	-7	CCCCN1CCCCC1(C)C(=O)NCc1ccc2c(c1)OCO2 (centres undefined)
32	-3	CN(C)S(=O)(=O)c1cccc(COC(=O)CNC(=O)c2ccc(Br)o2)c1
33	-3	O=C(NCc1ccc(F)cc1)C1CCN(S(=O)(=O)c2ccc(N3CCCC3=O)cc2)CC1
34	-4	O=CNc1c(Br)cc2c(c1Br)Cc1cc(Br)ccc1-2
35	-2	COc1cc(-c2cnc3c(NC=O)cc(-c4cccnc4)cn23)cc(OC)c1OC
36	-7	O=c1cc(-c2ccco2)oc2ccccc12
37	-3	O=C(NCC(=O)N1CCC(Cc2ccccc2)CC1)c1ccccc1F
38	0	CC1(C)CC(=O)C2=C(C1)OC1=C(C(=O)CC(C)(C)C1)C2c1cccc([N+](=O)[O-])c1
39	5	COc1ccc(Cc2c(-c3ccc(F)cc3)nc3cc(C)c(Br)c(C)n23)c(C)c1
40	-6	O=C(c1ccc([N+](=O)[O-])cc1Cl)N1CCN(Cc2ccccc2)CC1
41	-6	COc1ccccc1C(=O)N1CCN(C(=O)[C@H]2O[C@@H](n3ccc(=O)[nH]c3=O)[C@H](O)[C@@H]2O)CC1
42	-7	CC(C)(C)S(=O)(=O)N1Cc2ccc(CO)cc2[C@@H]1CCO
43	-1	Cc1cc(NC(=O)CCc2c[nH]c3ccccc23)ccc1Nc1cccnc1
44	4	COC(=O)[C@]12CCCCC=C1N(Cc1ccc3c(c1)OCO3)C(=O)[C@H](CC(=O)N1CCCCC1)C2
45	3	C[C@@H]1CN(c2ccc(N3CCN(C(=O)OC(C)(C)C)C[C@H]3C)cc2C#N)CCN1Cc1ccccc1
46	-4	CC(C)(C)n1nnnc1C(c1cc2ccccc2o1)N(Cc1ccccc1)Cc1ccccc1 (centres undefined)
47	-6	CC(=O)c1cccc(-c2ccnc3c2CC(C(=O)NCCC(F)(F)F)O3)c1 (centres undefined)
48	-4	COc1ccc(C=CC(=O)c2ccc3cc(OC)c(OC)cc3c2)cc1OC
49	1	O=C(O)CC1(CC(=O)Nc2nccs2)CCCCC1
50	-4	COc1cc2oc(=O)cc(CN3CCOCC3)c2cc1Cl
51	-7	O=C(O)c1cc(N2CCCC2)ccn1
52	-8	Cc1[nH]c2ccccc2c1CC(=O)Nc1ccc(Nc2cccnc2)c(-c2ccc(F)c(F)c2)c1
53	-4	COc1ccc(-c2nc3ccccc3n(CC(C)C)c2=O)cc1
54	-7	C(=Cc1nc2ccccc2o1)c1ccc2c(c1)OCO2
55	-1	Cc1cccc(C(=O)NCN2CCN(c3ccccc3C#N)CC2)c1
56	-5	CC[C@]12c3[nH]c4cc(CCC(=O)N(C)C)ccc4c3CCN1C(=O)[C@@H](CC(=O)NCCCOC)C[C@@H]2C(=O)N1CCN(C(=O)c2ccco2)CC1
57	-3	COc1cccc(C(NC(C)=O)c2nc(-c3cccc(O)c3)cs2)c1 (centres undefined)
58	-3	COc1ccccc1N1CCN(C(=O)C(=O)c2cccc([N+](=O)[O-])c2)CC1
59	-8	CCC(C)C(CO)NCCCn1ccc(NC(=O)OCc2ccccc2)nc1=O (centres undefined)
60	-3	Cc1ccc(S(=O)(=O)Nc2nc(CN3CCOCC3)nc3sc(C(=O)O)c(C)c23)cc1

# 3 of the compounds above, as labelled records:
[49] O=C(O)CC1(CC(=O)Nc2nccs2)CCCCC1
  GalR3 antag: 1
[56] CC[C@]12c3[nH]c4cc(CCC(=O)N(C)C)ccc4c3CCN1C(=O)[C@@H](CC(=O)NCCCOC)C[C@@H]2C(=O)N1CCN(C(=O)c2ccco2)CC1
  GalR3 antag: -5
[53] COc1ccc(-c2nc3ccccc3n(CC(C)C)c2=O)cc1
  GalR3 antag: -4

# Rewritten field by field: entries from further up
[12] CCNC(=O)C1(C)CCN(C(=O)c2ccc3snnc3c2)C1 (centres undefined)
  GalR3 antag: -2

[13] COC(=O)c1cc2c(c3c4ccccc4n(S(=O)(=O)c4cccc(C)c4)c13)C(=O)N(Cc1ccc(N(C)C)cc1)C2
  GalR3 antag: 0

[14] CN(C(=O)c1ccc(NC(=O)Cc2ccc(NC(=O)C3CCCN(C(=O)CCc4ccccc4)C3)cc2)cc1)C1CCCC1 (centres undefined)
  GalR3 antag: -7

[15] CCOC1=C2[C@@H](CN(S(=O)(=O)c3ccc(C)cc3)[C@H]2c2ccccc2Cl)[C@H]2C(=O)N(Cc3ccccc3)C(=O)[C@H]2C1
  GalR3 antag: -8

# (more compounds)
item	GalR3 antag	Molecule
61	-8	CCOC(=O)C1=CCN(S(=O)(=O)c2ccccc2Br)C1c1ccccc1 (centres undefined)
62	-2	Cc1ccccc1NC(=O)Cc1nc(COC(=O)Cc2cccc(C(F)(F)F)c2)cs1
63	-7	COc1ccccc1NC(=O)Nc1nc(C(N)C(C)C)cs1 (centres undefined)
64	-2	COc1ccccc1Cc1c(-c2ccc(F)cc2)nc2ccc(Br)cn12
65	-3	CN1CCN(C(=O)c2cccc(-c3ccc4nncn4c3)c2)CC1
66	-6	CCOC1(OCC)OC(c2ccccc2)=C(C#N)C(C=Cc2ccccc2)C1(OCC)OCC (centres undefined)
67	-6	O=S(=O)(c1ccc(Br)cc1F)N1CCC(O)CC1
68	-4	CCCCc1ccc(S(=O)(=O)NC(=O)C2(C)CCN2C(=O)CCc2cccs2)cc1 (centres undefined)
69	0	C[C@@H]1COc2cc(N3CCC[C@@H]3CO)ccc2S(=O)(=O)N1
70	-5	CC(c1nc2ccccc2[nH]1)n1c(=O)c(-c2cccnc2)nc2ccccc21 (centres undefined)
71	3	CCCC(=O)OC[C@H]1CN(C2CCCC2)S(=O)(=O)c2c(Oc3ccc(C(C)(C)C)cc3)cccc2O1
72	-2	O=c1c(-c2cccs2)nc2ccccc2n1C(c1ccccn1)c1nc2ccccc2[nH]1 (centres undefined)
73	1	O=C(NCc1ccncc1)c1cccc(S(=O)(=O)Nc2ccc(F)cc2)c1
74	1	CCN(CC)S(=O)(=O)c1cc(C(=O)Nc2cc(S(=O)(=O)N3CCOCC3)ccc2N2CCCC2)ccc1F
75	-5	Cc1cc2oc(=O)cc(-c3ccccc3)c2c(C)c1-c1ccc(C#N)cc1
76	-9	COc1ccc(C(=O)N2CCCCC2c2cc(C(=O)NCc3ccc(Cl)c(Cl)c3)no2)cc1 (centres undefined)
77	-3	O=C(COC(=O)CCCN1C(=O)c2cccc3cccc(c23)C1=O)NC1CCS(=O)(=O)C1 (centres undefined)
78	-4	Cc1cc(NC(=O)Nc2cccc(Cl)c2)no1
79	-7	Cc1cc(C)c2c3c(c(-c4ccccc4)n2n1)c(=O)n(C)c(=O)n3C
80	-6	CC(C)(C)OC(=O)N(Cc1ccccc1)Cc1ccc(OCc2cccc(NC(=O)c3ccccc3)c2)cc1
81	-4	CC(NNC(=S)N1CCN(c2ccccn2)CC1)c1nccc2ccccc12 (centres undefined)
82	-5	Cc1cc(C(C)(C)C)cc(C)c1CCNC(=O)c1c(C)noc1C
83	-7	CC1(C(=O)Nc2ccc3c(c2)OCO3)CCN1C(=O)Cc1cccc2ccccc12 (centres undefined)
84	-7	N#CC1c2ccccc2C=CN1C(=O)N(c1ccccc1)c1ccccc1 (centres undefined)
85	2	NC(c1ccc(F)c(F)c1)c1nc(-c2cncnc2)cs1 (centres undefined)
86	-9	CC(C)(Cc1nc2ccccc2[nH]1)c1nc2ccccc2[nH]1
87	-2	Cc1ccccc1C(=O)NC1CC2CCCC(C1)N2Cc1ccccc1Cl (centres undefined)
88	-6	Cc1ccc(Nc2nc(NCc3cccs3)nc3ccsc23)c(C)c1
89	-2	COc1cccc(NC(=O)CN(C)C(=O)/C=C/c2cn(-c3ccccc3)nc2-c2ccc(OC)c(OC)c2)c1
90	-8	COC(=O)C1=C(C)N(Cc2ccccc2C(F)(F)F)C(=NCc2ccc3c(c2)OCO3)NC1c1ccc(Cl)cc1 (centres undefined)
91	-7	CCOC(=O)[C@]12CCCC=C1N(Cc1ccco1)C(=O)[C@H](CC(=O)NCc1cccc(C(F)(F)F)c1)C2
92	-7	O=C1CCN(Cc2ccc(Cl)cc2Cl)C(=O)N1
93	-2	CNc1ccc2ncc(-c3ccccc3NC(C)=O)n2n1
94	-9	Cc1cccc(Nc2cc(=O)n(C)c(=O)n2C)c1
95	-2	C=CCN=C1NC(c2cccc(Cl)c2)C(C(=O)OC)=C(C)N1Cc1cccc(C(F)(F)F)c1 (centres undefined)
96	-7	COc1ccccc1-c1ccc2c(c1)O[C@@H](CN(C)C(=O)Nc1cccc(F)c1)[C@H](C)CN([C@H](C)CO)S2(=O)=O
97	-4	O=C(c1ccc(=O)[nH]n1)N1CCN(S(=O)(=O)c2cccc(F)c2)CC1
98	2	O=c1[nH]c(=S)[nH]cc1Oc1ccc(Br)cc1Br
99	-4	CCN1C(=O)[C@H]2[C@H]3CN=C(SCc4ccc(OC)cc4)N3[C@@](CC)(C(=O)OC)[C@H]2C1=O
100	-6	CC(=O)NC(c1ccc(F)c(F)c1)c1nc(-c2ccccc2C)cs1 (centres undefined)
101	-5	COCCNC(=O)C1(C)CCCN(C(=O)c2cccnc2SC)C1 (centres undefined)
102	-9	CN(C)c1ccc(S(=O)(=O)NCC(=O)N2CCN(S(=O)(=O)c3cccc(F)c3)CC2)cc1[N+](=O)[O-]
103	-6	Cc1ccc2ccccc2c1C(O)c1ncc(-c2ccccc2Cl)[nH]1 (centres undefined)
104	-10	CCCNC(=O)c1cc(C2CCCCN2C(=O)c2cc(C(C)(C)C)nn2C)on1 (centres undefined)
105	-3	CC(C)CNC(=O)C1(C)CCCN1Cc1ccccc1OC(F)F (centres undefined)
106	-7	CC(C)CC1C(=O)N(Cc2cn(CC3CCCCC3)nn2)CCS(=O)(=O)N1Cc1ccc(-c2cccc(CO)c2)cc1 (centres undefined)
107	-6	Cn1cc(CCOCc2ccccc2)c2ccccc21
108	-3	Cc1cccc(NS(=O)(=O)c2ccc(C)c(NS(=O)(=O)c3cccs3)c2)c1
109	2	COc1cc2oc(=O)cc(-c3cccc(-c4cccc(C)c4)c3)c2c(OC)c1OC
110	-6	COC(=O)/C=C1\OCc2cc(OC)c(OCc3ccccc3)cc21
111	-3	CCS(=O)(=O)N1Cc2cc(C(=O)NCC3CC3)nc(-c3cccc(-c4cccnc4)c3)c2[C@@H]1CCO
